ATXN viability: cell viability loss in ATXN counter-screen; S2 cells (HEK-293 line with an ATXN2-luciferase reporter) viability, CellTiter-Fluor protease fluorescence, 24 h; Potency, µM (series often up to 56.7 µM), actives largely listed as cytotoxic; actives 0.49% (n = 400,000); AID 651635; note: potency is the fitted concentration of half-maximal effect; nearly all actives have a fitted effect of over 40% in size
HepG2 tox: counter-screen for TGF-b inhibitors: cytotoxicity in HepG2 cells | AID 588856 | actives 0.76% (n = 410,000) | Potency, µM (highest dose often 46.1 µM), for inactives: at the top dose activity change, negative = cytotoxicity, hits mostly cytotoxic | HepG2 CAGA-GFP viability, ATP luminescence, 18 h; note: potency is the fitted concentration of half-maximal effect; some results filed as inactive show a strong effect at the top dose
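HepG2 CAGA-GFP cells (1000/well, DMEM with 1% FBS) received compound, then TGF-beta at 500 pg/mL final, and were incubated 18 hours at 37 degrees C. Viability was read by CellTiter-Glo luminescence. Media-only wells were set as complete cell-killing and DMSO as no toxicity.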
TGFb SMAD3 inh: blocks TGF-b signaling | HepG2 CAGA-GFP TGF-b/SMAD3 reporter, GFP fluorescence, 18 h; TGF-beta stimulated, 500 pg/mL final | AID 588855 | Potency, µM (titrated, usually from 46.1 µM), for the others: at the top dose activity, negative = inhibition, usual class: inhibitors | actives 1.2% (n = 410,000); note: potency is the fitted concentration of half-maximal effect; % is set by controls: 0 for no effect and ±100 for the full control effect; nearly all actives have a fitted effect of over 65% in size
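TGF-beta reporter screen: HEPG2 CAGA-GFP, 1% FBS, 500 pg/mL TGF-beta final, 18 h; per-cell GFP summed per well; curves fitted and categorized by class.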
ATXN2 expr inh: inhibitors of ATXN2 expression. actives 0.72% (n = 360,000). AID 1745845. Potency, µM (top dose mostly 57 µM), for the others: top-dose activity change, negative = inhibition, most hits filed as inhibitors. HEK-293 ATXN2-luciferase reporter, luminescence, 24 h; note: potency is the fitted concentration of half-maximal effect; % is set by controls: 0 for no effect and ±100 for the full control effect; nearly all actives have a fitted effect of over 55% in size
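ATXN2-luciferase reporter cells (luciferase flanked by upstream and downstream ATXN2 gene portions) were treated 24 h at 37 °C with compounds at up to 57 uM. SteadyGlo luminescence gave expression; GF-AFC fluorescence gave viability.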
MCF10A rerep: DNA re-replication induction in MCF 10a cells. Potency, µM (highest dose often 46.1 µM), without a hit: at the top dose activity, positive = re-replication, most hits filed as activators. actives 2.9% (n = 350,000). MCF 10A DNA re-replication, Hoechst nuclear intensity, 48 h. AID 624296; note: potency is the fitted concentration of half-maximal effect; % of control where 0% means no effect; nearly all actives have a fitted effect of over 50% in size
IL-1B inflam inh: inhibitors of inflammasome signaling (IL-1 beta secretion). actives 4.7% (n = 360,000). activity change, % at 57.5 µM. AID 743279. THP-1 LPS/ATP IL-1B secretion, AlphaLISA, 16 h; stronger effect = lower value; in the data active = activity change below about -50%; inconclusive = mostly about -30% to -49%; note: % is set by controls: 0 for no effect and ±100 for the full control effect
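THP-1 cells pretreated 1 hr with compounds (up to 57.5 uM final), then stimulated with LPS (250 ng/mL final) plus ATP (1.25 mM final); secreted IL-1B measured by AlphaLISA after 16 hr, decreased signal indicating inhibition.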
A549 tox: kills or reduces viability of A549 cells in Nrf2 counter-screen; A549 ARE-Fluc cells, CellTiter-Fluor viability, 18-24 h; Potency, µM (series often up to 46 µM), inactives show at the highest dose activity change, negative = cytotoxicity, usual class: inhibitors; actives 0.16% (n = 390,000); AID 504648; note: potency is the fitted concentration of half-maximal effect; % is set by controls: 0 for no effect and ±100 for the full control effect
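A549 ARE-Fluc cells in 5% FBS OPTI-MEM, 5000 cells/well, rested 2 h then exposed to compounds in concentration-response for 18-24 h at 37 °C. Viability by CellTiter-Fluor fluorescence (Ex 405/Em 525) after 30 min; luciferase luminescence (BugLite, 15 min, RT) read afterwards.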
Nrf2 block: inhibitors of Nrf2 signaling; A549 ARE-Fluc reporter, luciferase luminescence, 18-24 h; Potency, µM (series often up to 46 µM), without a hit: at the top dose activity change, negative = inhibition, most hits filed as inhibitors; actives 2.1% (n = 360,000); note: potency is the fitted concentration of half-maximal effect; % is set by controls: 0 for no effect and ±100 for the full control effect; nearly all actives have a fitted effect of over 60% in size
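Nrf2 activity is the BugLite luminescence, read 15 min after reagent at room temperature, following CellTiter-Fluor cytotoxicity readout (30 min, 37C). Compound titrations were applied for 18-24 h to 5000 A549 ARE_Fluc cells/well in 5% FBS OPTI-MEM.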
Nrf2 activator: Nrf2 pathway activation. AREc32 ARE-luciferase reporter (MCF7-derived line), luminescence, 24 h. actives 0.31% (n = 410,000). Potency, µM (doses to about 46.1 µM), for inactives: at the top dose activation, most hits filed as activators. AID 624171; note: potency is the fitted concentration of half-maximal effect; % of control where 0% means no effect; nearly all actives have a fitted effect of over 65% in size
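Cells of the AREc32 ARE-luciferase line are plated in OPTI-MEM containing 5% FBS and left overnight at 37 deg C. Compounds are pinned in, incubation continues 24 hr, and firefly luciferase signal is then measured.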
An asterisk follows results filed as active; i = inactive; ? = inconclusive; · = not tested or not shown; & = joins results of further samples; [ ] = dose if it differs, or a comment. Unless noted, calls come from the whole dose curve; as a rule, active = well fitted curve in the direction sought with a large enough effect; inconclusive = small, poorly fitted or top-dose-only effect, or another doubt; inactive = no such curve, though single readings can be large; an effect the other way counts as inactive or inconclusive.

SMILES	ATXN viability	HepG2 tox	TGFb SMAD3 inh	ATXN2 expr inh	MCF10A rerep	IL-1B inflam inh	A549 tox	Nrf2 block	Nrf2 activator
Cn1c(=O)c([N+](=O)[O-])c(N2CCN(Cc3ccc4c(c3)OCO4)CC2)c2ccccc21	i	-3%	-20%	-32%	-2%	-22	-12%	?	0.1%
Cc1cc(C(=O)N2CCC2(C)C(=O)NS(=O)(=O)c2ccccc2Cl)nn1C (stereo not given)	i	1%	27%	4%	·	-5	·	·	0.0%[9.22 µM]
CN(CC(=O)Nc1cccc(S(=O)(=O)N2CCCC2)c1)Cc1ccccc1	i	0%	-9%	3%	1%	-4	-1%	-15%	-0.4%
Cc1cccc(NC(=O)C2C3C=CC(C4CC34)C2C(=O)O)c1 (stereo not given)	i	-69%	-22%	18%	4%	22	-3%	27%	6.3%
N#CCCN/N=C(\Cc1nc2ccccc2[nH]1)c1ccccc1	i	-25%	-1%	34%[activator]	2%	-13	3%	7%	6.3%
CCOC(=O)C1(C)CCCN1C(=O)c1cccc2ccccc12 (stereo not given)	i	6%	3%	-4%	·	53	·	·	0.2%[9.22 µM]
Cc1ccc(S(=O)(=O)N2CCCCC2)cc1NC(=O)c1cncc(Br)c1	i	3%	0%	-1%	12%	-3	1%	1%	-0.4%
CC(=O)c1ccc(OC(=O)C2CC(=O)N(c3cccc(C)c3)C2)cc1 (stereo not given)	i	-9%	0%	-7%	-5%	-3	7%	7%	-1.0%
COc1ccc(OCC(=O)NCCS(=O)(=O)N2CCN(c3cccc(Cl)c3)CC2)cc1	·	-25%	0%	·	·	·	3%	·	-0.2%
Cc1ccccc1NS(=O)(=O)c1ccc(C(=O)NCC2(N3CCOCC3)CCCCC2)cc1	?	-4%	8%	·	-1%	-4	-1%	-20%	3.1%
O=C(Nc1ccc(S(=O)(=O)N2CCCCC2)cc1)c1ccc(F)cc1	i	-16%	-29%	-21%	3%	?	-8%	29µM*	-0.6%
O/N=C/c1ccc(OCc2ccccc2)c(Br)c1	i	-1%	10%	112%[activator]	26µM*	?	12%	?	2.6%
CCc1nonc1NC(=O)c1oc2ccc(Cl)cc2c1C	?	13%&-4%	5%&1%	20%	-2%	-5	-1%&-1%	0%&28%	0.5%&2.7%
CCOC(=O)c1ccc(NC(=O)N2CCN(c3ccccc3OC)CC2)cc1	i	-16%	-19%	·	1%	3	4%	6%	0.7%
Cc1cc2c(c(=O)n1Cc1cccnc1)C(c1ccccc1)C(C#N)=C(N)O2 (stereo not given)	i	2%	7%	5%	-1%	5	-9%	3%	2.7%

Three entries from above, arranged by length of the SMILES, low to high.
SMILES	ATXN viability	HepG2 tox	TGFb SMAD3 inh	ATXN2 expr inh	MCF10A rerep	IL-1B inflam inh	A549 tox	Nrf2 block	Nrf2 activator
CC(=O)c1ccc(OC(=O)C2CC(=O)N(c3cccc(C)c3)C2)cc1 (stereo not given)	i	-9%	0%	-7%	-5%	-3	7%	7%	-1.0%
COc1ccc(OCC(=O)NCCS(=O)(=O)N2CCN(c3cccc(Cl)c3)CC2)cc1	·	-25%	0%	·	·	·	3%	·	-0.2%
Cn1c(=O)c([N+](=O)[O-])c(N2CCN(Cc3ccc4c(c3)OCO4)CC2)c2ccccc21	i	-3%	-20%	-32%	-2%	-22	-12%	?	0.1%

More structures
SMILES	ATXN viability	HepG2 tox	TGFb SMAD3 inh	ATXN2 expr inh	MCF10A rerep	IL-1B inflam inh	A549 tox	Nrf2 block	Nrf2 activator
Cn1c(CN2CCCC2)c(C#N)c2ccccc21	?	-2%	9%	·	-10%	-4	-3%	1%	-0.5%
CCc1cccc2c(C(=O)CN3C(=O)NC(C)(c4cccc5ccccc45)C3=O)c[nH]c12 (stereo not given)	?	-28%	?	-34%	15µM*	28	?	?	0.7%
COc1ccccc1OCc1nc(-c2ccc([N+](=O)[O-])cc2)no1	i	1%	-1%	8%	18%	?	7%	?	4.8%
COc1ccccc1-c1noc(-c2ccc(NC(C)C)c([N+](=O)[O-])c2)n1	i	-16%	?	55%[activator]	·	·	-1%	?	19%
COc1ccc(C2C(C(=O)N3CCN(c4ccccc4)CC3)c3ccccc3C(=O)N2C)cc1OC (stereo not given)	i	1%	11%	2%	10%	16	-8%	0%	0.3%
COc1ccccc1NS(=O)(=O)c1cc(NC(=O)c2cccnc2)ccc1N1CCCCC1	?	14%	?	?	17%	?	-14%	21µM*	3.3%
CCN(CC(=O)Nc1ccccc1OC)C(=O)c1cccc(-n2cccc2)c1	i	-1%	1%	-11%	9%	-9	-1%	-19%	-0.3%
COc1ccc(/C=N/N2CCN(c3ccccc3OC)CC2)cc1OC	i	-16%	10%	10%	24%	8	-19%	5%	0.0%
COc1ccccc1CCC(=O)OCC(=O)c1c(N)n(CC(C)C)c(=O)n(C)c1=O	?	6%	-29%	-11%	-2%	32	-6%	?	0.6%
COc1ccccc1/C=C/C(=O)OCC(=O)Nc1cc(C(F)(F)F)ccc1N1CCOCC1	i	-6%	-4%	-23%[11.3 µM]	?	35	-8%	20%	-0.3%
Cc1cc(C)c(C(N)=O)c(Nc2cccc3ccccc23)n1	i	8%	-7%	0%	-3%	14	-1%	·	2.8%
Cn1ccnc1SCC(=O)N1CCN(S(=O)(=O)c2ccccc2)CC1	i	-2%	-2%	-14%	8%	17	19%	?	0.0%
O=C(COC(=O)/C=C/c1ccc2c(c1)OCO2)NCc1ccc(F)cc1	?	4%	10%	·	·	24	·	·	0.1%
COc1ccc(CCC(=O)NCC23CC4CC(CC(C4)C2)C3)cc1	i	-10%	-13%	-10%	7%	5	9%	?	-0.5%
COc1ccc(S(=O)(=O)NCCc2cc3ccc(C)c(C)c3[nH]c2=O)cc1	i	1%&0%	-5%&0%	-13%&-10%	-8%	7	-4%&0%	26%&-9%	0.5%&0.2%
Clc1ccc(-c2nnc(-c3cccc4ccccc34)o2)cc1Cl	i	9%	3%	7%	0%	29	3%	20%	8.4%
CCOC(=O)c1c(-c2ccc(OC)cc2)csc1NC(=O)CSc1ncnc2sccc12	i	-11%	-19%	·	16µM*	4	20%	15µM*	0.4%
Cc1csc(NC(=O)c2ccc(C)c(S(=O)(=O)N3CCCCC3)c2)n1	i	-6%	0%	-4%	7%	-1	2%	?	0.3%
C[C@H](CO)N1C[C@H](C)[C@@H](CN(C)Cc2ccncc2)Oc2c(NS(=O)(=O)c3ccc(Cl)cc3)cccc2C1=O	i	-5%	2%	6%	-1%	4	7%	-11%	-0.8%
Cc1ccccc1OCCC(=O)N1CCN(S(=O)(=O)c2ccc(Br)cc2)CC1	i	3%	?	9%	13%	-13	-9%	?	3.2%
O=C(NC(=S)Nc1ccccc1N1CCOCC1)c1ccc(-c2ccccc2F)o1	i	-34%	-10%	0%	5%	-10	-11%	-16%	2.3%
Cc1ccc(CN(C)C(=O)COC(=O)CSc2cc(C)c3ccccc3n2)cc1	i	-10%	12%	·	0%	-9	-2%	-8%	0.4%
COc1ccc(C2=NN(C(=O)CSc3nnnn3C)C(c3ccco3)C2)cc1 (stereo not given)	i	1%	5%	3%	-2%	-18	-3%	?	-0.9%
Cc1ccc(CCNC(=O)CCc2cn(Cc3ccccc3C)c3ccccc23)cc1	·	-54%	?	·	·	·	-1%	?	0.0%
CSCC[C@H](NC(=O)OC(C)(C)C)C(=O)N1CCC(C(=O)N[C@@H](C)C(=O)O)CC1	i	1%	7%	-3%	3%	18	-1%	·	-0.3%
CSc1cccc(NC(=O)Nc2ccccc2OCc2cc(=O)n3cc(C)ccc3n2)c1	·	-3%	3%	·	·	·	-1%	·	0.8%
COc1cccc(N2CCN(S(=O)(=O)c3cc(Br)cc4c3N(C(=O)C3CC3)CC4)CC2)c1	i	6%	-10%	0%	·	·	7%	-7%[9.27 µM]	0.4%
COC(=O)C1=C(c2ccccc2)c2ccccc2S(=O)(=O)N1CC(=O)Nc1cccc(C(C)=O)c1	?	-27%	-4%	-9%	·	·	2%	12%	2.8%
c1ccc(OCCn2c(COc3ccccc3)nc3ccccc32)cc1	i	-42%	?	-5%	·	·	1%	4%[9.27 µM]	4.0%
COc1ccc(CCNc2nc(-c3cccnc3)nc3ccccc23)cc1OC	?	-30%	-16%	?	?	?	-15%	-19%	6.2%
O=C(NC(Cc1ccccc1)C(=O)O)/C(=C\c1ccco1)NC(=O)c1ccccc1 (stereo not given)	i	5%	3%	-1%	1%	28	-6%	0%	0.1%
CC(C)(C)c1ccc(Oc2ccc(NC(=O)c3ccco3)cn2)cc1	?	-60%	11µM*	·	?	-12	0%	?	9.4%
CCc1cc(C(=O)Nc2c(C)nn(Cc3ccc(C)cc3)c2C)no1	i	0%	-1%	-12%	·	·	-5%	?	0.8%
CN(CC(=O)Nc1ccc(F)c(F)c1F)C(=O)CN1C(=O)C2CCCCC2C1=O (stereo not given)	?	-1%	22%	6%	1%	30	-3%	-1%	0.4%
O=C(Cc1ccc(NS(=O)(=O)c2cccc(C(F)(F)F)c2)cc1)NCCN1CCOCC1	i	0%	10%	5%	14%	15	0%	4%	-0.3%
CC(=O)NN1C(=O)/C(=C\c2ccccc2)SC1=S	i	-5%	11%	·	1%	-1	5%	0%	?
N#CC1=C(N)Oc2n[nH]c(-c3cccs3)c2C1c1cccs1 (stereo not given)	i	-12%	?	-7%	?	-91*	-7%	-14%	?
CN1/C(=C\C(=O)COC(=O)c2ccc([N+](=O)[O-])o2)C(C)(C)c2ccccc21	i	8%	?	-7%	-1%	8	-2%	9%	5.3%
CCCCCCc1ccc(OCC(=O)OC)cc1OCC(=O)OC	i	-33%	-3%	0%	-2%	10	-5%	-26%	-0.4%
COc1ccc(C(=O)Nc2nnc(SCc3cc(=O)n4cccc(C)c4n3)s2)cc1	·	4%	4%	·	·	·	0%	·	3.3%
